Compound activity: PubChem BioAssay, Broad Institute
PglD inh – C. jejuni PglD acetyltransferase inhibitors, primary screen, biochemical, DTNB colorimetric, single point. 360,000 tested, 0.098% active. inhibition, % at 12.5 µM. purified PglD enzyme, DTNB colorimetric CoA detection. UDP-N-acetylbacillosamine N-acetyltransferase PglD (Campylobacter jejuni); in the data active = inhibition above about 16%, passing the limit was not always enough; note: strong numbers were not always called active
LGR2 antag – inhibitors of bursicon-induced LGR2 CRE-luciferase signal, primary screen, cell-based, HEK293, CRE-luciferase reporter, bursicon stimulation; Drosophila bursicon receptor LGR2 (rickets); bursicon-stimulated, 4 h; 380,000 tested, 0.35% active; inhibition, % at 9.99 µM;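 active = drop in luminescence signal, shown as inhibition above about 50% in the replicate tests, limit read from the data, passing the limit was not always enough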;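 note: agonist challenge used bursicon conditioned medium at about half maximal strength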
FN deposit inh – inhibitors of fibronectin matrix deposition, primary screen, AH1F cells, Alexa488-fibronectin fluorescence, plate reader; AH1F fibroblasts, overnight; inhibition, % at 12.6 µM; 350,000 tested, 0.086% active;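 active = mean inhibition across replicates of 30% or more, regardless of how many single replicates reach that level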;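 note: positive control wells lacked labelled fibronectin entirely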
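Material: AH1F fibroblast monolayer depositing Alexa488-labelled fibronectin into matrix | Input: 10000 AH1F cells/well | Medium: DMEM plus 2% serum, read in PBS | Reagent: Alexa488-fibronectin, 24 nM final in well | Compound dosing: One dose per compound, pinned | Schedule: 1 h adhesion, overnight exposure | Measured by: Fluorescence at 485 nm excitation, 525 nm emission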
EWS-Fli block – EWS/Fli-driven NR0B1 reporter inhibitors, primary screen, A673 cells, NR0B1 luciferase, luminescence, MLPCN library | viability-normalised | inhibition, % at 12.6 µM | 350,000 tested, 0.67% active;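 active = mean inhibition of at least 50% after viability correction, with every replicate also passing that limit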;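 note: firefly luciferase signal divided by Alamar Blue viability fluorescence both relative to DMSO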
ERAP1 HTS inh – human ERAP1 aminopeptidase inhibitors, primary screen, biochemical, single point, plate reader; inhibition, % at 10.7 µM; Endoplasmic reticulum aminopeptidase 1 (Homo sapiens), Q9NZ08; recombinant ERAP1, Leu-AMC fluorescence, 60 min; AID 652197, 2013; 340,000 tested, 0.15% active;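 active = mean replicate inhibition of at least 30%, or all replicates individually reaching that 30% level; inactive = mean below 30% and not every replicate reaching it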;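 note: 0% = neutral control wells and 100% = L-leucinethiol positive control wells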
Target sequence (Q9NZ08 whole entry, looked up): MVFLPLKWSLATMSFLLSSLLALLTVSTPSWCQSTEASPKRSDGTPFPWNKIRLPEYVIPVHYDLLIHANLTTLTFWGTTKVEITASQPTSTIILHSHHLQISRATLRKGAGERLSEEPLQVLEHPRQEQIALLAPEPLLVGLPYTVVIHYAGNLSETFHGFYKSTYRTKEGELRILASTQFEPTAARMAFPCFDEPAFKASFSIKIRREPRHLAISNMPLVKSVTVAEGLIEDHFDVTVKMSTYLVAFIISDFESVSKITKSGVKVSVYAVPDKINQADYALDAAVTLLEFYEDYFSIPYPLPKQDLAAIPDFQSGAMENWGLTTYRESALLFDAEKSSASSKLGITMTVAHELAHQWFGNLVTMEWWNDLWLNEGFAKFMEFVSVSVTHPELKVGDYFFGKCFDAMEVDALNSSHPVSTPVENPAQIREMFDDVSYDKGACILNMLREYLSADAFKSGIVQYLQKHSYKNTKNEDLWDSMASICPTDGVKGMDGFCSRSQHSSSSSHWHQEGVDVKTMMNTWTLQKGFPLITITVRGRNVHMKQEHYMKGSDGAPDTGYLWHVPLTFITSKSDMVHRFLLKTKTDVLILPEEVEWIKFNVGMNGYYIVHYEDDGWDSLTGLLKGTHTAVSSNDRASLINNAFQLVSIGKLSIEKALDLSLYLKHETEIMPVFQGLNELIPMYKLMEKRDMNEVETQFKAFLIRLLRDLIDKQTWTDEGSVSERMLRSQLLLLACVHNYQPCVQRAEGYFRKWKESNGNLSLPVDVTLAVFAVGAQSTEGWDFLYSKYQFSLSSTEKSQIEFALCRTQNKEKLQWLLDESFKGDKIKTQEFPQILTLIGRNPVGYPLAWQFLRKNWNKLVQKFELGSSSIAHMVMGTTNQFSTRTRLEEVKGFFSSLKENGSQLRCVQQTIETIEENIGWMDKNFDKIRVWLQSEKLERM
S100A4 inh HTS – inhibitors of S100A4-myosin IIA peptide binding, primary screen, biochemical, fluorescence polarization, TAMRA-MyoIIA peptide. Protein S100-A4 (Homo sapiens), P26447. inhibition, % at 10.7 µM. 360,000 tested, 0.14% active. AID 652163, 2013;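 active = mean inhibition of at least 70% across replicates, with every replicate also reaching that level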
Target sequence (P26447 whole entry, looked up): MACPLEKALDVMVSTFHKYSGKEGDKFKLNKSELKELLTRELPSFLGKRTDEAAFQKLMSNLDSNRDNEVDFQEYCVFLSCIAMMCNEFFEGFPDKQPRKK
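Material: S100A4 monomer protein / Buffer or medium: 50 mM HEPES pH 7.2, 10 mM CaCl2, 100 mM KCl / Times: 5 min incubation before reading / Benchmarks: neutral control DMSO, positive control TFP / Reagent: labelled myosin peptide probe, 5 nM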
PAX8 reporter – inhibitors of PAX8-driven TPO luciferase reporter, primary screen, RMG-I cells, single concentration | SteadyGlo, 24 h | inhibition, % at 12.6 µM | 360,000 tested, 1.2% active | AID 652154, 2013;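 active = mean replicate inhibition at least 60% with every replicate also reaching 60%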;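 note: luciferase light reporting Pax8 driven TPO promoter activity; plate controls were median of neutral control wells for no effect and mitoxantrone controls for full effect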
PGC1a acetyl inh – inhibitors of PGC1a acetylation signal, primary screen, cell-based, U2OS, AlphaScreen, inhibitor mode | 350,000 tested, 0.17% active | AID 651687, 2012 | inhibition, % at 15.6 µM | AlphaScreen anti-acetyl-lysine; with virally co-expressed GCN5 acetyltransferase;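 active = every replicate shows inhibition of at least 40%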;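 note: 0% = neutral control wells and 100% = positive control wells; some results beyond the cut were filed as inactive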
The depositor's hits bear a star; . = no result given.

SMILES | PglD inh | LGR2 antag | FN deposit inh | EWS-Fli block | ERAP1 HTS inh | S100A4 inh HTS | PAX8 reporter | PGC1a acetyl inh
CC(=O)Nc1ccc(S(=O)(=O)NCCC(=O)N2CCc3ccccc32)cc1 | 1 | -3 | -2 | 9 | -4 | -2 | 18 | 2
CC1CCCC(C)N1/N=C/c1ccc(N(C)C)cc1 (stereo unspecified) | -2 | -5 | 3 | -14 | -2 | 0 | -13 | -4
Cc1nc2sc(-c3ccccc3)cc2c(=O)[nH]1 | 2 | 11 | . | 40 | -3 | 2 | . | -14
CC(=C/c1ccccc1)/C=N/N1CCN(Cc2ccc(C)cc2)CC1 | 0 | 1 | -5 | 5 | 2 | -4 | 5 | 4
CO[C@H]1CC[C@@H]2CCN(C)C(=O)C[C@H](c3ccccc3)CN(C)C(=O)c3cc(C#N)ccc3OC[C@H]1O2 | 1 | -4 | 4 | 5 | 0 | 3 | 4 | .
COC(=O)c1ccc(NC(=O)CCC(=O)c2ccc(F)cc2)cc1 | 5 | -10 | 0 | 6 | 4 | -3 | 7 | 4
O=C(C[C@H]1C[C@H](C(=O)N2CCOCC2)[C@@]2(CCC3CCCC3)c3[nH]c4ccc(Cl)cc4c3CCN2C1=O)NCCc1ccccn1 | 1 | 18 | . | -17 | . | -1 | -33 | -1
C[C@@H]1CN([C@@H](C)CO)C(=O)c2cccc(NC(=O)Nc3cccc4ccccc34)c2O[C@H]1CN(C)C(=O)Nc1ccc(F)cc1 | 0 | 11 | 10 | 8 | 2 | 15 | 15 | -5
Cc1c(C(=O)Nc2ccc(C(=O)Nc3ccccc3)cc2)cccc1[N+](=O)[O-] | 4 | -8 | 1 | -12 | -6 | 3 | -5 | -6
COc1ccccc1NC(=O)CC(=O)CSc1nnc(-c2ccc(C)cc2)n1C | -20 | . | 0 | . | . | . | -22 | -3
CO[C@H]1CN(C)C(=O)c2cc(NC(=O)c3cc(C)on3)ccc2OC[C@H](C)NC[C@H]1C | -1 | -8 | 10 | -9 | . | 11 | -3 | 11
CNC(=O)C[C@@H]1CC[C@@H]2[C@H](COC[C@@H](O)CN2Cc2ccc(C(F)(F)F)cc2)O1 | -3 | 1 | -7 | . | -1 | 1 | . | 1
C[C@@H]1CN([C@H](C)CO)C(=O)c2cc(-c3ccc(C#N)cc3)cnc2O[C@H]1CN(C)C(=O)c1cccnc1 | 2 | 11 | -9 | -10 | -1 | 3 | -4 | 9
CN(C(=O)c1cccc(NC(=O)Cc2ccc(NC(=O)C3CCN(C(=O)C4CCCCC4)CC3)cc2)c1)C1CCCCC1 | 2 | -10 | -1 | -13 | -1 | -3 | 18 | .
C[C@@H]1CN([C@H](C)CO)C(=O)c2cc(NS(=O)(=O)c3cn(C)cn3)ccc2O[C@@H](C)CCCCO[C@@H]1CN(C)C(=O)c1ccncc1 | . | 6 | . | 0 | 0 | 14 | . | 0
Brc1ccc2ncc3ccccc3c2c1 | . | 8 | 9 | -26 | -7 | -4 | -54 | -1
COc1ccc(N2CCN(C(=O)CCC(=O)N3CC(C)Oc4ccc(C)cc43)CC2)cc1 (stereo unspecified) | -10 | 2 | 11 | 14 | 1 | 2 | 6 | 4
CC(C)NC(=O)Nc1cccc2c1O[C@H](CN(C)C)[C@H](C)CN([C@H](C)CO)C2=O | 0 | 2 | . | . | 0 | -10 | -11 | 7
N#CCCSC(=S)C1CCCC1=N (stereo unspecified) | -2 | -17 | -2 | -1 | 7 | -2 | 2 | .
O=C(CSc1nc(Nc2ccccc2)nc(N2CCOCC2)n1)Nc1ccc([N+](=O)[O-])cc1 | -3 | -4 | . | 1 | 4 | 0 | . | 6
NC(=O)CSc1nnc(-c2cnccn2)n1Cc1ccco1 | 2 | 2 | -9 | -1 | -3 | 6 | 5 | -2
COc1ccc(Cl)cc1N(C(C)C(=O)O)S(C)(=O)=O (stereo unspecified) | . | . | -3 | 12 | -2 | 0 | 24 | -5
C/C=C/c1ccc([C@@H]2[C@@H](CO)N(C(C)=O)[C@H]2CN(C)S(C)(=O)=O)cc1 | -2 | -3 | 5 | 0 | . | . | -5 | 6
ClCC1CN(Cc2ccccc2Cl)CCO1 (stereo unspecified) | . | 11 | -5 | 4 | -3 | -4 | -10 | 5
NC(=O)C12C(=O)NC(=O)C1(C(=O)O)C21CCCC1 (stereo unspecified) | 7 | 1 | -3 | 4 | -5 | 13 | 3 | -3

Compound profiles, from the list above. Order of values: PglD inh | LGR2 antag | FN deposit inh | EWS-Fli block | ERAP1 HTS inh | S100A4 inh HTS | PAX8 reporter | PGC1a acetyl inh
Shown for O=C(C[C@H]1C[C@H](C(=O)N2CCOCC2)[C@@]2(CCC3CCCC3)c3[nH]c4ccc(Cl)cc4c3CCN2C1=O)NCCc1ccccn1 = 1 | 18 | . | -17 | . | -1 | -33 | -1
Shown for C[C@@H]1CN([C@@H](C)CO)C(=O)c2cccc(NC(=O)Nc3cccc4ccccc34)c2O[C@H]1CN(C)C(=O)Nc1ccc(F)cc1 = 0 | 11 | 10 | 8 | 2 | 15 | 15 | -5

Next compounds
SMILES | PglD inh | LGR2 antag | FN deposit inh | EWS-Fli block | ERAP1 HTS inh | S100A4 inh HTS | PAX8 reporter | PGC1a acetyl inh
CCOc1cc2[nH]c(=O)n(CCc3ccc(OC)c(OC)c3)c(=O)c2cc1OCC | -2 | . | -2 | . | . | . | -3 | 11
O=C(C[C@@H]1CC[C@@H]2[C@H](COC[C@@H](O)CN2Cc2ccc(C(F)(F)F)cc2)O1)N1CCc2ccccc2C1 | 2 | 1 | -6 | . | 0 | 3 | . | -9
COC(=O)c1ccc(C(=O)OC)c(NC(=O)CN(c2ccccc2)S(=O)(=O)N(C)C)c1 | . | . | 4 | 4 | 8 | 7 | 4 | -9
O=C(O)C[C@H]1C=C[C@H](NC(=O)CCN2CCCCC2)[C@@H](CO)O1 | . | 17 | -1 | 4 | 1 | 1 | . | 6
COc1ccc(Nc2ncnc3scc(-c4ccc(OC)cc4)c23)cc1 | . | -5 | -3 | 65* | -2 | 15 | 35 | .
COc1cccc2sc(=NC(=O)CCS(=O)(=O)c3ccc(C)cc3)n(C)c12 | -5 | 7 | 1 | -7 | -5 | 0 | 1 | -7
O=C(O)Cn1cnc2c(NCc3ccccc3)ncnc21 | . | 8 | . | -11 | . | -1 | 9 | .
COc1ccc(-n2cnnc2SCC(=O)N(C)C2CCS(=O)(=O)C2)cc1 (stereo unspecified) | -6 | . | 4 | . | . | . | -8 | 7
CCN(CC(=O)Nc1cccc(OC)c1)C(=O)c1cccc(S(=O)(=O)N2CCc3ccccc32)c1 | 7 | 8 | 2 | 12 | 1 | -4 | 19 | -5
CC1=C(CC(=O)O)c2cc(F)ccc2/C1=C\c1ccc(S(C)=O)cc1 (stereo unspecified) | -2 | . | -4 | 1 | -1 | 6 | 5 | 3
CCOC(=O)c1c(CSC(=N)N)n(C)c2cc(Br)c(OC(C)=O)cc12 | . | -92 | -17 | -6 | -10 | -4 | 24 | .
C[C@@H]1CN([C@@H](C)CO)C(=O)c2cc(C#CC3CC3)cnc2O[C@@H]1CN(C)S(C)(=O)=O | -5 | -3 | -29 | 5 | 4 | -7 | . | -5
CN(C)CC(=O)N[C@@H]1CC[C@H](CC(=O)NCCN2CCCCC2)O[C@@H]1CO | 4 | 6 | -7 | 5 | -7 | 2 | -11 | -6
O=C(Nc1ccc(OC(F)(F)F)cc1)c1cccc(-n2cnnn2)c1 | -9 | 7 | -1 | 1 | -2 | 0 | . | -10
CN1c2ccc(C3=CCCCC3)cc2[C@@H]2[C@@H](CCN2C(=O)C2CCC2)[C@@H]1CO | . | -4 | -5 | 15 | 3 | 4 | . | .
CN(c1ccccc1C(=O)NCC1CCCO1)S(C)(=O)=O (stereo unspecified) | 1 | . | 10 | . | . | . | 10 | 7
COc1ccc(/C(C)=N\Nc2nc(-c3ccc(Cl)cc3)cc(C(F)(F)F)n2)cc1OC | . | -13 | 0 | 7 | 2 | 3 | -3 | .
CCOc1ccc(S(=O)(=O)NCc2ccccc2OC)cc1 | 4 | 8 | 0 | -1 | . | 2 | 15 | .
CCOc1ccc(C(F)(F)F)cc1NC(=O)c1ccc(OC)c([N+](=O)[O-])c1 | -7 | 9 | . | -2 | 4 | -8 | . | -6
CN(Cc1nc2ccccc2c(=O)[nH]1)C(=O)c1cc(-c2ccc(Br)cc2)nc2ccccc12 | -2 | 10 | -6 | 8 | 3 | 0 | 25 | 6
CCCCN(C=O)c1c(CC)nc2ccc(C(=O)N(CC)CCN(C)C)cn12 | 2 | -1 | -2 | 0 | -1 | -1 | -4 | 5
c1cc(CN2[C@@H]3CNC[C@H]2C3c2ccc(-c3ccncc3)cc2)cc(-c2ccncc2)c1 (stereo partly specified) | . | -3 | 3 | 7 | -4 | 1 | . | .
CCOc1ccc(CN2CCNC(=O)C2CC(=O)NCCCn2ccnc2)cc1 (stereo unspecified) | . | -6 | . | -9 | -6 | -19 | -7 | .
O=C(CSc1ncnc2c(-c3ccc(Cl)cc3)nsc12)c1ccccc1 | -3 | -3 | . | -29 | -2 | -3 | . | 14
N#CC(C#N)=C1C(=O)N(CCN2CCCCC2)c2ccccc21 | 1 | 15 | -1 | -3 | . | -7 | -19 | -8

New compounds follow.
SMILES | PglD inh | LGR2 antag | FN deposit inh | EWS-Fli block | ERAP1 HTS inh | S100A4 inh HTS | PAX8 reporter | PGC1a acetyl inh
COc1ccc(OC)c(-c2nn(-c3ccccc3)cc2C(=O)NCC2CCCO2)c1 (stereo unspecified) | 4 | -4 | 1 | . | -1 | 0 | 8 | -3
COCC1CCCN(Cc2cn(-c3ccccc3F)nc2-c2cc(C)sc2C)C1 (stereo unspecified) | 2 | 6 | 8 | 1 | -1 | -1 | 8 | 1
N#CCC(=O)Nc1ccc(C(=O)OCC(=O)Nc2cccc3ccccc23)cc1 | 2 | 0 | 0 | -10 | -1 | 0 | -8 | -2
COc1ccc(CCNC(=O)CCn2c(SCC(=O)N3CCCC3)nc3ccccc3c2=O)cc1OC | -2 | 2 | 4 | 2 | . | -2 | 9 | 8
O=C(Nc1cccc2ccccc12)NC(Cc1ccccc1)C(=O)O (stereo unspecified) | -1 | -8 | 2 | 6 | 0 | 31 | 12 | -2
COc1cccc(NC(=O)CN(C)C(=O)c2oc3c(ccc4ccccc43)c2C)c1 | -2 | 13 | 4 | 4 | 0 | -3 | 12 | -14
CCC(C)N=C1Sc2nc3ccc(C)cc3cc2CN1CCOC (stereo unspecified) | . | -18 | 7 | -12 | -1 | -3 | -73 | 5

Reformatted as tab-separated lines: part of the list above.
Structure	PglD inh	LGR2 antag	FN deposit inh	EWS-Fli block	ERAP1 HTS inh	S100A4 inh HTS	PAX8 reporter	PGC1a acetyl inh
N#CCC(=O)Nc1ccc(C(=O)OCC(=O)Nc2cccc3ccccc23)cc1	2	0	0	-10	-1	0	-8	-2
COc1ccc(CCNC(=O)CCn2c(SCC(=O)N3CCCC3)nc3ccccc3c2=O)cc1OC	-2	2	4	2	.	-2	9	8
O=C(Nc1cccc2ccccc12)NC(Cc1ccccc1)C(=O)O (stereo unspecified)	-1	-8	2	6	0	31	12	-2
COc1cccc(NC(=O)CN(C)C(=O)c2oc3c(ccc4ccccc43)c2C)c1	-2	13	4	4	0	-3	12	-14
CCC(C)N=C1Sc2nc3ccc(C)cc3cc2CN1CCOC (stereo unspecified)	.	-18	7	-12	-1	-3	-73	5
